Screens (PubChem BioAssay)
M. tuberculosis: growth inhibition of non-replicating M. tuberculosis (AID 488890). Mycobacterium tuberculosis non-replicating, growth inhibition; higher % means a stronger effect. one-dose inhibition, % at 25 µM; IC50 in µM for titrated hits. 320,000 compounds, 0.39% hits; in the data active = a potency from the dose series; inconclusive = inhibition mostly from about 82% at the one dose, without a potency; inactive = the rest, 99 in 100 with inhibition below about 76%;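 also: plate controls were DMSO cells for no effect and high antibiotic wells for full effect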
H37Rv inhibition: M. tuberculosis growth inhibition, HTS (AID 449762); M. tuberculosis H37Rv growth inhibition, 7H9 media; higher % means a stronger effect; one-dose inhibition, % at 25 µM; IC50 in µM for titrated hits; 330,000 compounds, 0.59% hits; in the data active = a potency from the dose series; inconclusive = inhibition above about 70% without an active follow-up result;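 also: bacterial growth assessed after seven days of incubation; strong numbers were not always called active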
Salmonella PhoP GFP: PhoP regulon inhibitors, Salmonella typhi PhoP promoter GFP reporter, confirmatory (AID 1850) | Salmonella Typhi PhoP-promoter GFP reporter, fluorescence, 4 h; higher % means a stronger effect | one-dose inhibition, % at 50 µM; IC50 in µM for titrated hits | 310,000 compounds, 0.33% hits; in the data active = a potency from the dose series; inconclusive = inhibition mostly from about 25% at the one dose, without a potency; inactive = the rest, 99 in 100 with inhibition below about 19%;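 also: 0% = induced wells with vehicle and 100% = uninduced wells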
H1N1 NS1A inhibition: H1N1 influenza NS1A inhibitors, functional cell based assay (AID 504329); inhibition, % at 12.5 µM; hits with a dose series show IC50 in µM; 340,000 compounds, 0.3% hits; NS1A functional cell-based assay, percent inhibition; higher % means a stronger effect; in the data active = a potency from the dose series; inconclusive = inhibition above about 27% without an active follow-up result; also: strong numbers were not always called active
inhibitors of VEEV: inhibitors of VEEV TC-83 cytopathic effect, confirmation, Vero cells (AID 588727). one-dose inhibition, % at 20 µM; IC50 in µM for titrated hits. Vero cells, VEEV TC-83 cytopathic effect inhibition; higher % means a stronger effect. 350,000 compounds, 0.13% hits; in the data active = a potency from the dose series; inconclusive = inhibition mostly from about 14% at the one dose, without a potency; inactive = the rest, 99 in 100 with inhibition below about 12%; also: strong numbers were not always called active
inhibitors of VEEV 10K pilot screen: recorded beside inhibitors of VEEV, whose call it bears; inhibition, %; measured here: 10K pilot screen inhibition
Active calls of the source: *; i = inactive; ? = inconclusive; . = not tested or not shown; & = joins results of further samples.

SMILES	M. tuberculosis	H37Rv inhibition	Salmonella PhoP GFP	H1N1 NS1A inhibition	inhibitors of VEEV	others
NC(=O)c1nsc(C(=O)N(CC(=O)NCc2ccccc2)c2ccc(F)cc2)c1N	14%	4%	8%	-17%	1.3%
O=C(Nc1ccc(Cl)cc1)c1ccc(Br)cc1F	79%	55%	-7%	-9%	i
COc1ccc2nc(SCC(=O)/C(C#N)=C(\C)N)[nH]c2c1	-4%	-2%	4%	-11%	1.2%
COc1ccc2oc(=O)c(C(=O)NCc3ccccn3)cc2c1	32%	5%	1%	-2%	3.2%
Cc1ccc(C)c(N(CC(=O)NCCSCc2ccco2)S(C)(=O)=O)c1	19%	-4%	9%	6%	i
CN(C)CCOC(c1ccc(Cl)cc1)c1ccccn1 (stereo not given)	-3%	-1%	-11%	0%&3%	0.2%&0.3%
CS(=O)(=O)N(CC(=O)NCC1CCCO1)Cc1ccc(Cl)cc1 (stereo not given)	8%	-5%	4%	-3%	1.0%
COc1cc(C=C2C(=O)OC(C)(C)OC2=O)ccc1OCC(=O)Nc1ccccc1	41%	3%	-1%	17%	0.3%
COc1cc(C=O)ccc1OCC(=O)N1CCOCC1	2%	0%	6%	-6%	1.6%
COC(=O)c1cccc(NC(=O)c2cc3ccccc3o2)c1	71%	15%	2%	-2%	3.1%
CN(C)S(=O)(=O)N1CCC(CO)(Cc2cccc(C(F)(F)F)c2)CC1	5%	2%	-5%	2%	3.4%
CS(=O)(=O)N(CC(=O)Nc1ccccc1C(=O)NCc1ccccc1)c1ccc2c(c1)OCCO2	28%	-7%	-5%	8%	2.1%
O/N=C/c1cn(-c2ccc(Cl)cc2)nn1	?	99%	3%	.	1.1%
CCOc1ccc(N(C(=O)CNC(=O)c2ccco2)C(C(=O)NC2CCCC2)c2ccco2)cc1 (stereo not given)	-9%	1%	16%	3%	i
O=C(CCn1nc(-c2ccccc2)c2ccccc2c1=O)Nc1cccnc1	-11%	4%	-1%	3%	0.4%
Cc1ccccc1NC(=O)Cc1nc(COC(=O)CCOc2ccccc2)cs1	44%	-16%	-10%	-9%	7.9%
Nc1ccc(-c2ccccc2)cc1	.	.	.	0%	1.0%
CCOC(=O)Cc1ccc(NS(=O)(=O)c2ccc(SC)cc2)cc1	5%	4%	2%	8%	0.7%
O=C(N=C1SC2CS(=O)(=O)CC2N1Cc1ccc(F)cc1)C1CCCO1 (stereo not given)	-2%	0%	-15%	1%	0.9%
CC(C(=O)N1CCN=C1c1ccccc1)N1C(=O)c2ccccc2C1=O (stereo not given)	-7%	-2%	-1%	2%	0.7%
COc1ccc(CN2CCN(Cc3ccccc3OC)CC2)cc1	6%	1%	1%	-24%	i
CCN(CC)S(=O)(=O)c1ccc(/C=C/C(=O)Nc2ccc(F)cc2F)cc1	59%	4%	-3%	6%	2.1%
COC(=O)Cc1ccc(NC(=S)N2CCN(c3cccc(O)c3)CC2)cc1	?	3%	-10%	-4%	11%
COc1ccc(CN(C(=O)CN2C(=O)C(C)Oc3ccccc32)C2CCCC2)c(OC)c1 (stereo not given)	.	.	6%	3%	0.8%
O=c1cc(/N=C/c2coc3cc(Br)ccc3c2=O)[nH]c(=S)[nH]1	26%	-21%	-4%	9%	0.9%
Cn1c(=O)cc(SCC(=O)NCCC2=CCCCC2)c2cc(Cl)ccc21	19%	-3%	1%	0%	i
CC(NCc1ccc2c(c1)OCO2)c1ccccc1 (stereo not given)	-16%	-5%	-5%	-6%	i
CC(C)[C@H](NC(=O)c1ccco1)C(=O)OCC(=O)N1CC(=O)Nc2ccccc21	4%	-8%	5%	-2%	i
CCN(CC)C(=O)c1ccc2c(c1[N+](=O)[O-])C(=O)c1ccccc1C2=O	10%	0%	4%	.	.
O=C(c1cn(Cc2ccccc2)nc1-c1cccnc1)N1CCc2ccccc2C1	14%	-8%	.	-7%	5.8%
COc1ccccc1C(=O)NCC(=O)N1CCN(C/C=C/c2ccccc2)CC1	20%	-1%	.	-6%	i
COc1cccc(OC)c1C(=O)Nc1ccc(N2CCCCC2)cc1	20%	8%	5%	6%	0.6%
N#CCCN(C(=O)COc1ccc(Br)cc1F)c1ccc(F)cc1	16%	3%	-19%	11%	0.3%
CC(=O)Nc1ccc(Nc2ncnc3c2cnn3-c2ccc(C)cc2C)cc1	22%	-6%	5%	0%	i
CN(C(=O)c1ccc(NC(=O)Cc2ccc(NC(=O)C3CCCN(C(=O)CCc4ccccc4)C3)cc2)cc1)C1CCCC1 (stereo not given)	.	.	.	-14%	0.4%
COc1nc(-c2ccc(C)cc2)ccc1-c1noc(-c2cccnc2)n1	19%	0%	5%	2%	0.1%

Entries shown so far containing fluorine:
SMILES	M. tuberculosis	H37Rv inhibition	Salmonella PhoP GFP	H1N1 NS1A inhibition	inhibitors of VEEV	others
NC(=O)c1nsc(C(=O)N(CC(=O)NCc2ccccc2)c2ccc(F)cc2)c1N	14%	4%	8%	-17%	1.3%
O=C(Nc1ccc(Cl)cc1)c1ccc(Br)cc1F	79%	55%	-7%	-9%	i
CN(C)S(=O)(=O)N1CCC(CO)(Cc2cccc(C(F)(F)F)c2)CC1	5%	2%	-5%	2%	3.4%
O=C(N=C1SC2CS(=O)(=O)CC2N1Cc1ccc(F)cc1)C1CCCO1 (stereo not given)	-2%	0%	-15%	1%	0.9%
CCN(CC)S(=O)(=O)c1ccc(/C=C/C(=O)Nc2ccc(F)cc2F)cc1	59%	4%	-3%	6%	2.1%
N#CCCN(C(=O)COc1ccc(Br)cc1F)c1ccc(F)cc1	16%	3%	-19%	11%	0.3%

(continued)
SMILES	M. tuberculosis	H37Rv inhibition	Salmonella PhoP GFP	H1N1 NS1A inhibition	inhibitors of VEEV	others
COc1ccc(OCC(O)CNC(=O)c2ccccc2)cc1 (stereo not given)	10%	15%	-5%	-1%	i
COc1ccc(NC(=O)CSc2nnc(Cc3ccccc3)c(=O)n2N)cc1OC	36%	-4%	-3%	-3%	0.1%
CNC(=O)N(C1=NCCCCC1)c1ccc(Br)cc1	24%	-3%	11%	-3%	0.2%
O=C(Nc1ccccc1[N+](=O)[O-])c1cc(S(=O)(=O)Nc2ccccn2)ccc1Cl	-23%	5%	-25%	6%	3.2%
C=CCn1c(NC)cc(=O)n(C)c1=O	-9%	1%	-8%	4%	2.7%
CC(C)Oc1cc(NC(=O)CS(=O)(=O)CC(=O)N(C)C)c(Cl)cc1Cl	-22%	-11%	5%	3%	3.0%
Cc1ccccc1C(=O)N1CCN(c2ccc(NC(=O)c3ccco3)cc2Cl)CC1	21%	28%	5%	10%	10%
CN1CCN(S(=O)(=O)c2ccc(N(C)Cc3ccc(OC(F)F)cc3)c([N+](=O)[O-])c2)CC1	11%	6%	-6%	9%	2.0%
Cc1ccc(-n2c(C)nc3ccccc3c2=O)cc1C	35%	3%	-4%	-2%	i	inhibitors of VEEV 10K pilot screen=1.6
NNC(=O)c1cc(-c2ccc(O)cc2)nc2ccc(Br)cc12	-2%	8%	5%	12%	3.0%
C=CCN1C(=O)NC(=O)/C(=C/C=C/c2ccccc2)C1=O	.	.	.	6%	26%
COCC(=O)N1CCN(c2nc3ccccc3o2)CC1	1%	1%	5%	-7%	0.5%
C=CCNC(=O)NC(=O)COC(=O)CCCSc1nc2ccccc2[nH]1	3%	-2%	-2%	-10%	2.1%
Cc1cccc(OCCOc2ccccc2C=C(C#N)C#N)c1	75%	3%	-17%	-12%	1.4%
CCOC(=O)N1CCN(C(=O)c2ccc3c(c2)N(C)C(=O)/C(=C\c2ccc(OCC)c(OC)c2)S3)CC1	49%	?	-4%	19%	5.8%
CCOc1ccc2[nH]c(=O)c(C(c3nnnn3Cc3ccco3)N3CCCC(C)C3)cc2c1 (stereo not given)	-2%	-3%	-2%	1%	1.1%
CCCCNc1ncnc2c1nnn2Cc1ccccc1Cl	-9%	7%	6%	-5%	0.3%
COC(=O)c1c(C(=O)OC)c2ccccn2c1C(=O)c1ccccc1	23%	5%	-5%	1%	1.7%
CC(=O)NCCc1nc2cc(NC(=O)c3ccc(Cl)cc3)ccc2n1C	-12%	3%	3%	-12%	0.7%
O=C(NCCc1ccc2c(c1)OCCO2)c1ccc([N+](=O)[O-])cc1Cl	5%	11%	1%	0%	2.0%
Cc1cc(C)c[n+](CC(=O)c2ccc(-c3ccccc3)cc2)c1	3%	6%	3%	7%	i
COc1ccc(NC(=O)C(=O)N/N=C/c2cccnc2)cc1	-10%	-9%	7%	5%	2.4%
O=C(c1ccco1)N1CCN(C(=O)C2CC(c3ccc(Cl)c(Cl)c3)=NO2)CC1 (stereo not given)	28%	3.9µM*	-7%	4%	0.8%
O=c1nccc(Nc2ccccc2)[nH]1	-9%	5%	-5%	-23%	i
COc1ccc(-c2c(C#Cc3ccsc3)c3cc(Br)ccc3n2C)cc1	17%	8%	.	-3%	1.9%
Cc1nn(Cc2cccc(C(=O)NC(C)c3ccc(C(C)(C)C)cc3)c2)c(C)c1[N+](=O)[O-] (stereo not given)	53%	14%	-4%	-2%	i	inhibitors of VEEV 10K pilot screen=2.1
O=C(CCS(=O)(=O)c1ccc(F)cc1)N1CCN(c2ccccc2)CC1	-9%	1%	-2%	-14%	1.3%
CNc1nc(-c2ccccc2)cc(-c2ccccc2)n1	42%	9%	3%	-1%	0.8%
O=C(Nc1cccc([N+](=O)[O-])c1)c1ccc(N2CCCC2=O)cc1	-9%	2%	-1%	-11%	i
Cc1ccc2nc(NC(=O)CSc3nncc(=O)n3N)sc2c1	6%	-9%	-6%	1%	1.7%
C/C(=N/OC(=O)c1cccc(Cl)c1)c1nccs1	5%	-2%	-3%	-3%	2.1%
COC(=O)Nc1cc(C(F)(F)F)ccc1N1CCN(c2ccccc2)CC1	-8%	-2%	-10%	0%	2.5%
CC1CCC(NC(=O)CCC(=O)N2CC(C)Oc3ccccc32)CC1 (stereo not given)	17%	-3%	-13%	2%	0.5%
Cc1ccc(S(=O)(=O)N2CCCCC2)cc1NC(=O)c1cc(=O)[nH]c2ccccc12	2%	-15%	.	-1%	3.1%
On1c(-c2ccccc2Cl)nc2ccccc21	-3%	-4%	10%	1%	0.5%	inhibitors of VEEV 10K pilot screen=1.3
O=C(Nc1ccc(Cl)cc1)c1sccc1-n1cccc1	31%	4%	-3%	-11%	0.3%
CCCn1nc(C(=O)NNC(=O)C2CSC3(C)CCC(=O)N23)c2ccccc2c1=O (stereo not given)	-14%	-1%	-6%	-12%	3.6%
COc1ccc(C2c3c(oc4ccccc4c3=O)C(=O)N2Cc2ccncc2)cc1OC (stereo not given)	25%	-13%	-3%	.	.
C=CCNC(=S)N1CCC(C(N)=O)CC1	-3%	3%	-2%	0%	0.7%
Cc1ccc(NC(=O)CSc2nc(=O)cc(N)n2-c2ccccc2)cc1	-5%	-13%	-7%	-2%	0.3%
O=C(c1cc(C2CC2)on1)N1CCCC(N2CCN(c3ccc(F)cc3)CC2)C1 (stereo not given)	21%	-2%	2%	-11%	i
COc1ccc(-n2nc(C(=O)NCC(=O)NCCCN3CCCCCC3)c3ccccc3c2=O)cc1Cl	70%	-8%	-4%	-5%	i
COc1ccc(NC(=O)CN(C)C(=O)c2ccc(S(=O)(=O)Nc3ccccc3F)cc2)cc1	-9%	-8%	3%	-5%	1.3%
COc1cccc2c(=O)n(CC(=O)N3CCN(c4ccccc4)CC3)ccc12	6%	3%	-4%	9%	1.6%	inhibitors of VEEV 10K pilot screen=0.6
C=CCN1C(=O)C(CC(=O)NCC)SC1=Nc1ccc(S(N)(=O)=O)cc1 (stereo not given)	-1%	-7%	18%	-1%	1.9%
CC(C)(C)c1ccc(Oc2ccc(NC(=O)c3ccccc3C(=O)O)cn2)cc1	5%	-8%	4%	.	i
O=C(Nc1sc2c(c1C(=O)O)CCC2)c1ccccc1Cl	72%	11%	6%	-10%	1.5%
Cc1cccc(N(C(=O)c2snc(C(N)=O)c2N)C(C(=O)NC2CCCC2)c2ccncc2)c1 (stereo not given)	10%	9%	7%	-4%	1.0%
COc1ccc(C)cc1-n1nnnc1SCC(=O)c1ccc2c(c1)OCCO2	-7%	-1%	-7%	9%	6.8%
COc1cc([N+](=O)[O-])ccc1NC(=O)NCc1cccnc1	-5%	-5%	-3%	-16%	5.0%
CN(C)Cc1ccccc1Sc1cccc2ccccc12	10%	-1%	10%	7%	0.2%
COc1ccccc1NC(=O)c1ccc(NS(=O)(=O)c2ccc(F)c(Cl)c2)cc1	10%	12%	-4%	-3%	1.4%
